Compound activity as filed in PubChem.
Tb PGK inh: inhibitors of T. brucei phosphoglycerate kinase; P07378; PGK/GAPDH coupled, Kinase-Glo luminescence, 60 min; Potency, µM (series often up to 57.5 µM), without a hit: at the highest dose activity change, negative = inhibition, most hits filed as inhibitors; 0.043% of 380,000 active; AID 602233; also: potency is read from the fitted curve at half-maximal effect; % is scaled to controls: 0 for no effect and ±100 for the full control effect; nearly all actives have a fitted effect of over 60% in size
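Luminescent ATP detection (Kinase-Glo Plus) follows a 60-minute room-temperature incubation, with wells lacking PGK as controls. Buffer: 100 mM TEA (pH 7.6), 5 mM MgCl2, 0.01% Tween-20. Coupling enzyme GAPDH (100 nM final) supplies unstable 1,3-BPG in-well.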
GLS inhibitor: inhibitors of human glutaminase (GLS); O94925; GLS enzymatic activity, qHTS titration; Potency, µM (doses to about 45.5 µM), for inactives: at the top dose activity change, negative = inhibition, hits mostly inhibitors; 0.21% of 410,000 active; also: potency is read from the fitted curve at half-maximal effect; % is scaled to controls: 0 for no effect and ±100 for the full control effect
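Human kidney-isoform GLS in 45 mM KH2PO4 pH 8.2, 0.02% Tween-20, with compound, started with 1mM L-Glutamine (added stock). Glutamate oxidase/HRP/Amplex red coupled fluorescence read at start and after 30 min at RT.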
PI4K2A block: blocks human PI4K2A kinase activity; purified PI4K2A, ADP-Glo luminescence, 1 h; stronger effect = lower value; AID 1346378; activity change, negative = inhibition, % at 76.9 µM; 0.13% of 420,000 active; Q9BTU6; in the data active = activity change below about -50%; inconclusive = mostly about -30% to -49%;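 also: -100% = wells without enzyme as full effect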
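In this quantitative HTS, ADP production by PI4K2A was quantified luminescently after 1 h at ambient temperature; 100 microM adenosine served as plate-quality control.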
IDH1 R132H inh: blocks human mutant IDH1 R132H enzyme; O75874; IDH1-R132H enzyme, NADPH consumption, diaphorase/resazurin fluorescence; Potency, µM (top dose mostly 76.6 µM), inactives show at the highest dose activity change, negative = inhibition, actives largely listed as inhibitors; 0.093% of 390,000 active; also: potency is read from the fitted curve at half-maximal effect; % is scaled to controls: 0 for no effect and ±100 for the full control effect; nearly all actives have a fitted effect of over 65% in size
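IDH1-R132H (0.5 ug/mL) preincubated 30 min with compound, then NADPH (0.016 mM) and alpha-KG (2 mM) added; 80 min at RT, pH 7.5. Remaining NADPH coupled via diaphorase/resazurin to fluorescence (540/590 nm); concentration-response curves normalized to no-enzyme control.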
TrxR1 substrate: rat thioredoxin reductase 1 substrate activity. O89049. purified TrxR1 substrate turnover, NADPH consumption readout. Potency, µM (titrated, usually from 114 µM), for inactives: at the top dose activity change, negative = substrate turnover. 0.01% of 390,000 active. AID 588456; also: potency is read from the fitted curve at half-maximal effect; % is scaled to controls: 0 for no effect and ±100 for the full control effect; nearly all actives have a fitted effect of over 50% in size
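Rat TrxR1, dispensed at 90 nM, was prereduced with 400 uM NADPH (final) for 5 min at ~22 deg C, then incubated with compound 15 min before 400 uM selenite. A first-read NADPH fluorescence drop versus no-compound background flagged substrates.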
HP1b binding inh: inhibitors of HP1-beta chromodomain binding to methylated histone tails | 0.56% of 390,000 active | Potency, µM (series often up to 114 µM), for the others: at the top dose activity change, negative = inhibition, usual class: inhibitors | AlphaScreen HP1-beta / biotin-H3K9me3 peptide binding | AID 540317; also: potency is read from the fitted curve at half-maximal effect; nearly all actives have a fitted effect of over 70% in size; inactives centre near 23
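HP1-beta protein (50 nM final) preincubated 30 min at room temperature with biotinylated H3(1-18)K9me3 peptide (50 nM) in PBS pH 7.4, 0.01% Tween-20, then compound added for 30 min. AlphaScreen streptavidin donor/nickel chelate acceptor beads (10 ug/mL final), 30 min dark, luminescence read.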
Pin1 inh: blocks the human prolyl isomerase Pin1. Q13526. Pin1 FP peptide displacement, HiFluor488, 10 min. Potency, µM (doses to about 115 µM), for inactives: top-dose activity, negative = inhibition, most hits filed as inhibitors. 0.009% of 390,000 active. AID 504891; active = well fitted inhibition curve with a large enough effect in the polarisation, with a control signal flat, not every such curve was filed as active; inconclusive = small, poorly fitted or top-dose-only effect, or effect the other way, or a change in a side signal; inactive = no such curve, though single readings can be large or run the other way; the % refers to the polarisation; also: potency is read from the fitted curve at half-maximal effect; % is scaled to controls: 0 for no effect and ±100 for the full control effect
Target sequence (Q13526 whole entry, looked up): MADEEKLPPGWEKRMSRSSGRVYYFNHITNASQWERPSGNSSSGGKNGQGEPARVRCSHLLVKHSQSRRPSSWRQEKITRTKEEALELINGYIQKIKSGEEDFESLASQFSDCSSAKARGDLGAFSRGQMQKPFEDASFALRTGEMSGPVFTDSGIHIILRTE
rTrxR1 inhibitor: inhibitors of rat thioredoxin reductase 1; O89049; recombinant rTrxR1, NADPH fluorescence consumption, selenite substrate; Potency, µM (doses to about 114 µM), for the others: at the highest dose activity change, negative = inhibition, usual class: inhibitors; 1% of 390,000 active; AID 588453; also: potency is read from the fitted curve at half-maximal effect; % is scaled to controls: 0 for no effect and ±100 for the full control effect; nearly all actives have a fitted effect of over 65% in size
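Rat TrxR1 (90 nM in the dispensed reagent) was pre-reduced with 400 uM NADPH for 5 min at room temperature, then incubated with compound for 15 min. After 400 uM selenite was added, NADPH fluorescence (Ex 340/Em 450 nm) was followed for 8 min.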
USP1-UAF1 inh: USP1/UAF1 (human) deubiquitinase inhibition | O94782 | recombinant USP1/UAF1, Ub-Rhodamine cleavage fluorescence | Potency, µM (highest dose often 57.1 µM), for inactives: at the highest dose activity change, negative = inhibition, actives largely listed as inhibitors | 0.23% of 390,000 active; also: potency is read from the fitted curve at half-maximal effect; % is scaled to controls: 0 for no effect and ±100 for the full control effect; nearly all actives have a fitted effect of over 60% in size; inactives centre near -12
Target sequence (O94782 whole entry, looked up): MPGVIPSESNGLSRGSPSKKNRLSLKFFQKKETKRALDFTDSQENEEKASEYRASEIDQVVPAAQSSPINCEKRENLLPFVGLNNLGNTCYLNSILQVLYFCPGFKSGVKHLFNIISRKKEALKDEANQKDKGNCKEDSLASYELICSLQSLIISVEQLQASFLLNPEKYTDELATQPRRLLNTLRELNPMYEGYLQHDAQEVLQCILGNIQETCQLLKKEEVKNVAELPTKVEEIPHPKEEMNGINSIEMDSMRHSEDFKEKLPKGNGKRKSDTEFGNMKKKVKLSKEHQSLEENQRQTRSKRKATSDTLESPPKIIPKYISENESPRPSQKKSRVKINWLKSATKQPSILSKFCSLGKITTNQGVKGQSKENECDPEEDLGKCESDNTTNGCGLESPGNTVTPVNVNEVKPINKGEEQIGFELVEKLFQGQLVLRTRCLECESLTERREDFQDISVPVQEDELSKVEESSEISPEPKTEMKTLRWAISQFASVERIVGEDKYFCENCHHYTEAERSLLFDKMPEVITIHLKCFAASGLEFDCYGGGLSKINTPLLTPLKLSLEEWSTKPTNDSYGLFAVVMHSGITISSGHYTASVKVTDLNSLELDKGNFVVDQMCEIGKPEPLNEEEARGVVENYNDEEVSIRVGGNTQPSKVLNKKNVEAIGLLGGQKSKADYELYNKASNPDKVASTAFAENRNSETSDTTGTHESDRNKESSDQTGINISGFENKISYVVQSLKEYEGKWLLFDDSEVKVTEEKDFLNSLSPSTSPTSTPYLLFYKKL
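USP1/UAF1 complex at 1 nM was preincubated with compound for 15 min at room temperature, then Ub-Rho substrate (150nM final) was added. Fluorescence (480/540 nm) was read kinetically, 6 reads every 60 seconds.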
* marks the source's active call; other numbers are inactive results; i = inactive; ? = inconclusive; & = joins results of further samples; ! = not confirmed by another sample; [ ] = dose if it differs, or a comment. Unless noted, calls follow the shape of the dose curve; as a rule, active = well fitted curve in the direction sought with a large enough effect; inconclusive = small, poorly fitted or top-dose-only effect, or another doubt; inactive = no such curve, though single readings can be large; an effect the other way counts as inactive or inconclusive. This is a subset; count on the stated rates, not on these rows.

Keys: A = Tb PGK inh; B = GLS inhibitor; C = PI4K2A block; D = IDH1 R132H inh; E = TrxR1 substrate; F = HP1b binding inh; G = Pin1 inh; H = rTrxR1 inhibitor; I = USP1-UAF1 inh
1	Oc1ccc2c(c1)OCC1(O)Cc3cc(O)c(O)cc3C21 (stereo unspecified)
  A: -4%	B: ?	C: -3	D: -3%	E: 8%	F: ?	G: ?	H: 4.5µM*	I: -12%
2	C1COC(NC(C2CC2)C2CC2)=N1
  A: 2%	B: 9%&3%	C: -2&-4&0	D: -8%	E: 9%[57.1 µM]	F: 21%	G: 2%	H: 10%[57.1 µM]	I: -5%
3	Cc1ccc(N(CC2=NCCN2)c2cccc(O)c2)cc1
  A: 8%&0%	B: -5%&34%&38%&9%	C: 2&-3&1&4&-3	D: -11%&0%&0%	E: 1%[57.1 µM]	F: 13%&33%&-11%	G: -3%&-13%&0%	H: -1%[57.1 µM]	I: -16%&7%&-8%
4	CC(C)=CCOc1c2ccoc2cc2oc(=O)ccc12
  A: -8%	B: -3%	C: 3	D: 20%	E: 4%[57.1 µM]	F: 20%	G: -7%	H: 13%[57.1 µM]	I: -22%
5	N[C@@H](Cc1c[nH]c2ccc(O)cc12)C(=O)O
  A: 4%	B: ?	C: 2&2&-1	D: -3%	E: 14%[57.1 µM]	F: -21%	G: 5%	H: ?	I: -8%
6	CCOC(=O)[C@H](CCc1ccccc1)N[C@@H](C)C(=O)N1Cc2ccccc2C[C@H]1C(=O)O
  A: -5%	B: 1%	C: -9&-2	D: -12%	E: 8%	F: 25%	G: 1%	H: -12%	I: -30%
7	COc1ccc(CC(=O)Nc2c(C(=O)N3CCN(c4ccccc4F)CC3)oc3ccccc23)cc1OC
  A: -6%	B: -1%	C: 1	D: -12%	E: -4%	F: 18%	G: 1%	H: 10%	I: -1%
8	CN1CCCN=C1COC(=O)C(O)(c1ccccc1)C1CCCCC1 (stereo unspecified)
  A: -5%	B: 0%&-12%	C: -4&0	D: -10%	E: 2%	F: 31%	G: 1%	H: -1%	I: -6%
9	NC1CCN(c2nc3c(cc2F)c(=O)c(C(=O)O)cn3-c2ccc(F)cc2F)C1 (stereo unspecified)
  A: -6%	B: 2%&20%	C: 1&-3	D: -5%	E: 7%&12%	F: 78%[activator]	G: 2%	H: 7%&3%	I: -25%
10	COc1ccc(-n2nc3c(N4CCCC(C(=O)NCc5ccccc5C)C4)nnc(C)c3c2C)cc1 (stereo unspecified)
  A: 6%	B: ?	C: -11	D: 4%	E: 18%	F: 33%	G: ?	H: 43%[activator]	I: ?

Keys: A = Tb PGK inh; B = GLS inhibitor; C = PI4K2A block; D = IDH1 R132H inh; E = TrxR1 substrate; F = HP1b binding inh; G = Pin1 inh; H = rTrxR1 inhibitor; I = USP1-UAF1 inh
11	C/C=C/C(=O)N(CC)c1ccccc1C
  A: -3%	B: 11%	C: -2&3	D: 11%	E: 6%	F: 24%	G: -6%	H: 29%	I: -22%
12	CN(C)CCCC1(c2ccc(F)cc2)OCc2cc(C#N)ccc21 (stereo unspecified)
  A: -1%	B: -3%	C: -3&3	D: 0%	E: 6%[57.1 µM]	F: 10%	G: 2%	H: 7%[57.1 µM]	I: -15%
13	Cc1cccc2c1NC(=O)C2(c1ccc(O)cc1)c1ccc(O)cc1
  A: 3%	B: 36%[activator]	C: -1	D: -6%	E: -10%	F: 1%	G: 5%	H: -9%	I: 2%
14	CCCCNc1ccc(C(=O)OCCN(C)C)cc1
  A: -3%	B: 24%	C: 2&-3&0	D: 3%	E: 0%[57.1 µM]	F: 27%	G: 1%	H: -5%[57.1 µM]	I: -18%
15	Nc1nc(O)c(N=Nc2ccc(S(N)(=O)=O)cc2)c(=O)[nH]1
  A: -8%	B: -10%	C: 4	D: 3%	E: 5%[57.1 µM]	F: 32%	G: 1%	H: 4%[57.1 µM]	I: -20%
16	O=c1oc2c(O)c(O)cc3c(=O)oc4c(O)c(O)cc1c4c23
  A: 0.89µM*	B: 2.8µM*!	C: -23	D: -6%	E: 4%&-12%	F: ?	G: ?	H: 5%&-15%	I: ?
17	CCCCNc1ccc(C(=O)OCCOCCOCCOCCOCCOCCOCCOCCOCCOC)cc1
  A: -11%	B: -5%	C: 2&-3	D: 6%	E: 2%	F: 43%[activator]	G: 6%	H: 31%	I: -25%
18	CC(=O)Nc1ccc(CC(=O)O)cc1
  A: -9%	B: -8%&-2%	C: -1&1	D: 6%	E: -2%	F: 46%[activator]	G: -10%	H: -12%	I: -25%
19	CCC(NC(C)C)C(O)c1ccc(O)c2[nH]c(=O)ccc12 (stereo unspecified)
  A: i	B: 21%	C: -5	D: -6%	E: 4%	F: 26%	G: -2%	H: 13%	I: -21%
20	Cc1nc2c(-c3ccccc3)c(C)[nH]n2c(=O)c1Cc1ccc(Br)cc1
  A: -3%	B: 2%	C: -1	D: 6%	E: -4%[11.4 µM]	F: 42%[activator]	G: 22%	H: -3%	I: ?

Keys: A = Tb PGK inh; B = GLS inhibitor; C = PI4K2A block; D = IDH1 R132H inh; E = TrxR1 substrate; F = HP1b binding inh; G = Pin1 inh; H = rTrxR1 inhibitor; I = USP1-UAF1 inh
21	C/C=C(/C)C(=O)OC(C)(C)[C@@H]1Cc2c(ccc3ccc(=O)oc23)O1
  A: -8%	B: -2%	C: 6	D: 13%	E: 187%[activator]	F: 96%[activator]	G: -9%	H: -23%	I: -17%
22	COc1cc(-c2oc3cc(O)cc(O)c3c(=O)c2O[C@@H]2O[C@H](COC3O[C@@H](C)[C@H](O)[C@@H](O)[C@H]3O)[C@@H](O)[C@H](O)[C@H]2O)ccc1O (stereo partly specified)
  A: -3%	B: 25%	C: 0	D: -5%[38.3 µM]	E: -13%	F: 14%	G: 12%	H: -11%	I: -9%
23	O=C(O)CCC(=O)c1ccc(-c2ccccc2)cc1
  A: -6%	B: 4%	C: -6&1	D: 0%	E: -8%	F: 22%	G: 0%	H: -5%	I: -15%
24	C[N+]1(C)CCC(=C(c2ccccc2)c2ccccc2)CC1
  A: -7%	B: -7%	C: -1&1	D: -11%	E: 9%	F: 40%[activator]	G: 5%	H: 6%	I: -30%
25	CC1(C)O[C@H]2CC(=O)OC[C@@]23C1CC(=O)[C@]1(C)C3CC[C@@]2(C)[C@H](c3ccoc3)OC(=O)[C@H]3O[C@]321 (stereo partly specified)
  A: 0%	B: 0%	C: -1	D: -15%	E: 6%	F: 11%	G: -10%	H: 11%	I: ?

Grouped by structure: those above with a COOH group
Keys: A = Tb PGK inh; B = GLS inhibitor; C = PI4K2A block; D = IDH1 R132H inh; E = TrxR1 substrate; F = HP1b binding inh; G = Pin1 inh; H = rTrxR1 inhibitor; I = USP1-UAF1 inh
5	N[C@@H](Cc1c[nH]c2ccc(O)cc12)C(=O)O
  A: 4%	B: ?	C: 2&2&-1	D: -3%	E: 14%[57.1 µM]	F: -21%	G: 5%	H: ?	I: -8%
6	CCOC(=O)[C@H](CCc1ccccc1)N[C@@H](C)C(=O)N1Cc2ccccc2C[C@H]1C(=O)O
  A: -5%	B: 1%	C: -9&-2	D: -12%	E: 8%	F: 25%	G: 1%	H: -12%	I: -30%
9	NC1CCN(c2nc3c(cc2F)c(=O)c(C(=O)O)cn3-c2ccc(F)cc2F)C1 (stereo unspecified)
  A: -6%	B: 2%&20%	C: 1&-3	D: -5%	E: 7%&12%	F: 78%[activator]	G: 2%	H: 7%&3%	I: -25%
18	CC(=O)Nc1ccc(CC(=O)O)cc1
  A: -9%	B: -8%&-2%	C: -1&1	D: 6%	E: -2%	F: 46%[activator]	G: -10%	H: -12%	I: -25%
23	O=C(O)CCC(=O)c1ccc(-c2ccccc2)cc1
  A: -6%	B: 4%	C: -6&1	D: 0%	E: -8%	F: 22%	G: 0%	H: -5%	I: -15%
